# SW480 rerep = A quantitative high throughput screen for small molecules that induce DNA re-replication in SW480 colon adenocarcinoma cells; 340,000 tested, 1.8% active; SW480 DNA re-replication, Hoechst DNA content imaging, 48 h; AID 624297, 2012; Potency, µM (titrated, usually from 46.1 µM), for the others: top-dose re-replication activation, usual class: activators; further: potency means the concentration at half of the fitted maximal effect; % of control where 0% means no effect; nearly all actives have a fitted effect of over 55% in size
#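 250 cells/well; 23 nL cpd via pin tool; 48 hr, 37 C, 5% CO2; Hoechst 40 min; imager read of total nuclear intensity, ex 405/em 500-530 nm.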
# HT1080 IDH1KD tx = qHTS for induction of synthetic lethality in tumor cells producing 2HG: qHTS for the HT-1080-IDH1KD cell line | Potency, µM (doses to about 46.1 µM), without a hit: at the top dose activity, negative = toxicity, actives largely listed as cytotoxic | AID 686971, 2013 | 360,000 tested, 2% active | HT-1080 IDH1 knockdown viability, ATP luminescence, 48 h;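 further: potency means the concentration at half of the fitted maximal effect; 0% = DMSO wells and -100% = cell-free medium wells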
#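 In this qHTS, HT-1080 cells depleted of IDH1 are exposed for 48 h at 37 °C to compound titrations. Toxicity is scored from CellTiter-Glo luminescence, with DMSO as full viability and medium alone as none.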
# D3 ag = qHTS of D3 Dopamine Receptor Agonist: qHTS; D3R DiscoveRx beta-arrestin cells, luminescence, 90 min; AID 652048, 2013; max activation, %; 410,000 tested, 0.58% active; in the data active means max activation above about 30%; further: 0% is about no effect; mostly tested at two doses, the higher about 12 µM
# Target sequence (P35462 whole entry, looked up): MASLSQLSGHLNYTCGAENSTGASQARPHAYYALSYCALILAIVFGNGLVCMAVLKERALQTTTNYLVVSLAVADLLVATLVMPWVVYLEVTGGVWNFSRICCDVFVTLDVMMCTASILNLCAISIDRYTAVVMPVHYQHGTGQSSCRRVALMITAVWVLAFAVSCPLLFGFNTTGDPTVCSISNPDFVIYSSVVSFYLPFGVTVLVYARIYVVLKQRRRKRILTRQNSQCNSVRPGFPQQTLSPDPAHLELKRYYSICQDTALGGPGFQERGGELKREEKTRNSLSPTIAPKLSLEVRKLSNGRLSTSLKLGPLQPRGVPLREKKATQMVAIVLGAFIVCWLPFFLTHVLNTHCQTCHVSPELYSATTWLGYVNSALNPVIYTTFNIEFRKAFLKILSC
#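 Cells at 1500/well, incubated overnight, then treated with pinned compounds (dopamine as control) for 90 min at 37 degrees C. DiscoveRx reagent added for 30 - 60 minutes at room temperature; luminescence read.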
# HT1080-NT tox = qHTS for induction of synthetic lethality in tumor cells producing 2HG: qHTS for the HT-1080-NT fibrosarcoma cell line. Potency, µM (doses to about 46.1 µM), for inactives: top-dose activity, negative = less viability, hits mostly cytotoxic. HT-1080-NT fibrosarcoma viability, CellTiter-Glo ATP luminescence, 48 h. 360,000 tested, 1.6% active;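 further: NT is the 2HG producing partner of a matched IDH1 knockdown line; potency means the concentration at half of the fitted maximal effect; 0% = DMSO-treated cells and -100% = media-only wells without cells; nearly all actives have a fitted effect of over 55% in size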
#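 Viability by CellTiter-Glo luminescence after 48 h compound exposure at 37C of HT-1080-NT cells (750/well, RPMI, 5% FBS). % activity scaled between DMSO wells and medium-only wells, then curve-fitted and categorized by curve class.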
# MCF10A rereplic = A quantitative high throughput screen for small molecules that induce DNA re-replication in MCF 10a normal breast cells; MCF 10A DNA re-replication, Hoechst nuclear intensity, 48 h; Potency, µM (titrated, usually from 46.1 µM), without a hit: at the highest dose activity, positive = re-replication, most hits filed as activators; 350,000 tested, 2.9% active; further: potency means the concentration at half of the fitted maximal effect; % of control where 0% means no effect; nearly all actives have a fitted effect of over 50% in size
# KB-3-1 tox = qHTS assay for MDR1-selective chemotherapeutics: Primary screen using the parental adenocarcinoma cell KB-3-1; KB-3-1 viability, CellTiter-Glo ATP luminescence, 72 h; Potency, µM (titrated, usually from 46.1 µM), for inactives: top-dose activity change, negative = cytotoxic, usual class: cytotoxic; 400,000 tested, 1.4% active; AID 1347075, 2019; further: potency means the concentration at half of the fitted maximal effect; on the % scale 0 is the no-effect control and ±100 the full control effect; nearly all actives have a fitted effect of over 60% in size
#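 KB-3-1 cells, DMEM (no phenol red) + 10% FBS; compound by pin transfer, 72 h, 37 °C. Readout: CellTiter-Glo luminescence after 10 min. Data normalized, curve-fitted.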
# HEK293 tox = qHTS of GLP-1 Receptor Inverse Agonists: Cytotox Screen; HEK293 cAMP-luciferase reporter cells, luminescence, 24 h; 410,000 tested, 0.13% active; Potency, µM (doses to about 38.3 µM), without a hit: at the top dose activity change, negative = inhibition, usual class: inhibitors;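 further: loss of luciferase light is scored as toxicity; potency means the concentration at half of the fitted maximal effect; on the % scale 0 is the no-effect control and ±100 the full control effect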
#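 Compound-treated cells are incubated 24 hr at 37 deg C under 5% CO2 after a 12 hour attachment period, then luciferase detection reagent is added and luminescence is measured following 12 min at room temperature; lowered signal indicates toxicity.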
# IL-1B inflam inh = qHTS for Inhibitors of Inflammasome Signaling: IL-1-beta AlphaLISA Primary Screen; THP-1 LPS/ATP IL-1B secretion, AlphaLISA, 16 h; active compounds read low; activity change, % at 57.5 µM; 360,000 tested, 4.7% active; AID 743279, 2014; in the data active means activity change below about -50%; inconclusive means mostly about -30% to -49%; further: on the % scale 0 is the no-effect control and ±100 the full control effect
#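 Secreted IL-1B measured by AlphaLISA bead assay after 16 h compound exposure of THP-1 cells; compounds (final up to 57.5 uM) added 1 h before LPS (250 ng/mL) and ATP (1.25 mM) stimulation; lower signal means less secretion.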
# KB-V1 MDR tox = qHTS assay for MDR1-selective chemotherapeutics: Primary screen using the drug-selected MDR subline cells KB-V1. KB-V1 MDR cells viability, CellTiter-Glo, 72 h. Potency, µM (titrated, usually from 46.1 µM), for the others: at the highest dose activity change, negative = cytotoxicity, most hits filed as cytotoxic. 400,000 tested, 3.4% active; further: potency means the concentration at half of the fitted maximal effect; on the % scale 0 is the no-effect control and ±100 the full control effect; nearly all actives have a fitted effect of over 60% in size
#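 Compound-treated KB-V1 multidrug-resistant cells, 72 h, 37 degrees C; viability by CellTiter-Glo. Fitted qHTS curves give the values.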
# Numbers without * were called inactive; ? = inconclusive; & = joins results of further samples; [ ] = remark or other dose. Unless noted, the call rests on the fitted dose curve; in most records, active means well fitted curve in the direction sought with a large enough effect; inconclusive means small, poorly fitted or top-dose-only effect, or another doubt; inactive means no such curve, though single readings can be large; an effect the other way counts as inactive or inconclusive.
1	CCCCN(C(=O)CN1C(=O)C2CCCCC2C1=O)c1c(N)n(Cc2ccccc2)c(=O)[nH]c1=O (stereo not drawn)
2	COc1ccc(C(c2nnnn2C2CCCCC2)N2CCN(c3ccccc3F)CC2)cc1 (stereo not drawn)
3	O=C1CCCc2[nH]c(-c3ccccc3)nc21
4	CC(C)[C@H](NC(=O)c1ccccc1Cl)C(=O)OCc1cc([N+](=O)[O-])cc2c1OCOC2
5	CCC(C)[C@H](NC(=O)N1CC(=O)Nc2ccccc21)C(=O)N1CCC[C@@H]1C(=O)O (stereo partly drawn)
6	COc1ccc(OC)c(CNC(=O)CCS(=O)(=O)c2ccc3c(c2)oc(=O)n3C)c1
7	COc1ccc(-c2nn(-c3ccccc3)cc2CNC(=O)c2cccc([N+](=O)[O-])c2)cc1
8	COc1ccc(NC(=O)CSc2ncnc3c2cnn3Cc2ccccc2)cc1OC
compound no.,1,2,3,4,5,6,7,8
SW480 rerep,-2%,25%,1%,-2%,-7%,2%,-21%,1%
HT1080 IDH1KD tx,6%,-4%,5%,0%,1%,10%,-3%,-13%
D3 ag,-20,-10,-1,1,1,6&-8,-4,4
HT1080-NT tox,-11%,-5%,6%,-4%,9%,7%,4%,-1%
MCF10A rereplic,1%,?,-2%,13%,?,-2%,0%,-182%[0.0737 µM]
KB-3-1 tox,1%,?,-3%,-2%,0%,7%&-9%,-22%,-7%
HEK293 tox,15%,-3%,-8%,-3%,-11%,-9%&-6%,6%,-3%
IL-1B inflam inh,-3,-22,15,-4,-1,18,?,19
KB-V1 MDR tox,-2%,?,13%,21µM*,-5%,24%&23%,?,-1%

# A few values from the list.
# HT1080-NT tox, `CCCCN(C(=O)CN1C(=O)C2CCCCC2C1=O)c1c(N)n(Cc2ccccc2)c(=O)[nH]c1=O` (stereo not drawn) stands at -11%
# KB-V1 MDR tox, `COc1ccc(NC(=O)CSc2ncnc3c2cnn3Cc2ccccc2)cc1OC` stands at -1%

# Next part
9	Cc1ccc(-c2nc(SCC(=O)Nc3cc(S(=O)(=O)N4CCCCC4)ccc3Cl)n[nH]2)cc1
10	COC(=O)c1sc(=S)n(Cc2ccccc2)c1C
11	O=S(=O)(N1CCCCC1)N1CCN(CC(O)COc2ccc3cc(Br)ccc3c2)CC1 (stereo not drawn)
12	COC(=O)c1ccc(NC(=O)COc2ccc(S(=O)(=O)NC(C)(C)C)cc2)cc1
13	O=C(O)c1[nH]c2ccccc2c1C(c1cccc(O)c1)c1c(C(=O)O)[nH]c2ccccc12
14	CC1(C)C=C(c2ccc(C=O)s2)CC(C)(C)N1
15	O=CN1CCN(C(=O)c2cccc3c2-c2ccccc2C3=O)CC1
16	CCCCCn1c(=O)c(-c2nc3ccccc3[nH]2)c(O)c2ccccc21
compound no.,9,10,11,12,13,14,15,16
SW480 rerep,11%,-14%,1%,10%,0%,-8%,-6%,18µM*
HT1080 IDH1KD tx,-15%,-19%,-28%,8%,2%,8%,8%,3%
D3 ag,6,-17,-25,5,-2,-11,0,1
HT1080-NT tox,-20%,-12%,-15%,4%,0%,12%,1%,-18%
MCF10A rereplic,?,-2%,-2%,-2%,-10%,-6%,2%,?
KB-3-1 tox,?,-1%,?,10%,-4%,6%,5%,?
HEK293 tox,?,-20%,0%,-7%[7.66 µM],-2%,-14%,5%,0%
IL-1B inflam inh,2,-4,-52*,-2,0,-25,-4,112
KB-V1 MDR tox,16µM*,2%,?,6%,-2%,26%,19%,?

# From compound 1 up to 4, as listed above:
1	CCCCN(C(=O)CN1C(=O)C2CCCCC2C1=O)c1c(N)n(Cc2ccccc2)c(=O)[nH]c1=O (stereo not drawn)
2	COc1ccc(C(c2nnnn2C2CCCCC2)N2CCN(c3ccccc3F)CC2)cc1 (stereo not drawn)
3	O=C1CCCc2[nH]c(-c3ccccc3)nc21
4	CC(C)[C@H](NC(=O)c1ccccc1Cl)C(=O)OCc1cc([N+](=O)[O-])cc2c1OCOC2
compound no.,1,2,3,4
SW480 rerep,-2%,25%,1%,-2%
HT1080 IDH1KD tx,6%,-4%,5%,0%
D3 ag,-20,-10,-1,1
HT1080-NT tox,-11%,-5%,6%,-4%
MCF10A rereplic,1%,?,-2%,13%
KB-3-1 tox,1%,?,-3%,-2%
HEK293 tox,15%,-3%,-8%,-3%
IL-1B inflam inh,-3,-22,15,-4
KB-V1 MDR tox,-2%,?,13%,21µM*

# Another view of two compounds above:
# Results follow in this order: SW480 rerep, HT1080 IDH1KD tx, D3 ag, HT1080-NT tox, MCF10A rereplic, KB-3-1 tox, HEK293 tox, IL-1B inflam inh, KB-V1 MDR tox
(13) O=C(O)c1[nH]c2ccccc2c1C(c1cccc(O)c1)c1c(C(=O)O)[nH]c2ccccc12
→ 0%, 2%, -2, 0%, -10%, -4%, -2%, 0, -2%
(10) COC(=O)c1sc(=S)n(Cc2ccccc2)c1C
→ -14%, -19%, -17, -12%, -2%, -1%, -20%, -4, 2%

# (listing goes on)
17	CC(=O)c1cn(C)c(=O)[nH]c1=O
18	Cc1ccc(NC(=O)Nc2nc3ccc(S(C)(=O)=O)cc3s2)cc1
19	Cc1ccc2[nH]c(=O)c(CN(Cc3ccccc3)C(=S)NCCCN(C)C)cc2c1
20	CCCN(C(=O)Cc1nc(N)n[nH]1)C1(C(=O)Nc2ccccc2C)CCCCC1
21	Cc1ccc(Cn2c(=N)c(S(=O)(=O)c3ccc(Br)cc3)cc3c(=O)n4ccccc4nc32)cc1
compound no.,17,18,19,20,21
SW480 rerep,2%,-9%,?,1%,-7%
HT1080 IDH1KD tx,17%,-4%,16µM*,6%,2%
D3 ag,1,2,-15,2,5
HT1080-NT tox,10%,1%,18µM*,10%,20%
MCF10A rereplic,-4%,-3%,?,-15%,2%
KB-3-1 tox,0%,7%,4%,10%,-1%
HEK293 tox,0%[7.66 µM],6%,?,-16%,0%
IL-1B inflam inh,6,2,-87*,5,-6
KB-V1 MDR tox,3%,8%,0%,7%,1%

# Screens as filed in PubChem.
